# PAFAH1B2 inh – PAFAH1B2 enzyme inhibitors, primary screen, biochemical, fluorescence polarization, human. AID 492953, 2010. Platelet-activating factor acetylhydrolase IB subunit alpha2 (Homo sapiens), P68402. inhibition, % at 3.39 µM. recombinant PAFAH1B2, FP-rhodamine activity probe. 340,000 tested, 1.2% active;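 active means inhibition above the mean of all tested compounds plus 3 SD, cut at about 24% in these data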;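 further: 0% = enzyme with DMSO and 100% = wells lacking PAFAH1B2; many of its hits are not listed in these tables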
# Target sequence (P68402 whole entry, looked up): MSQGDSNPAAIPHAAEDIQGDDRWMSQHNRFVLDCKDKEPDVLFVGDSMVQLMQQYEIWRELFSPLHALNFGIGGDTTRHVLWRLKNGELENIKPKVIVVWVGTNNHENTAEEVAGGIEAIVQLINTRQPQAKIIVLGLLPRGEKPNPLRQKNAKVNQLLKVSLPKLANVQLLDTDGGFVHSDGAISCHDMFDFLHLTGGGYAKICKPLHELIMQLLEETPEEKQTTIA
# PREPL inhibitor – PREPL enzyme inhibitors, primary screen, biochemical, fluorescence polarization | inhibition, % at 5.96 µM | 320,000 tested, 0.68% active | recombinant PREPL, fluorescence polarization activity-based probe | AID 2751, 2010; in the data active means inhibition above about 43%;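 further: 0% = enzyme with DMSO and 100% = wells lacking enzyme; many of its hits are not listed in these tables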
# PAFAH2 FP inh – PAFAH2 enzyme inhibitors, primary screen, biochemical, fluorescence polarization, human. Platelet-activating factor acetylhydrolase 2, cytoplasmic (Homo sapiens), Q99487. recombinant PAFAH2, FP-rhodamine activity probe. 340,000 tested, 0.99% active. inhibition, % at 3.39 µM;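 active means inhibition above the mean over all tested compounds plus 3 SD, cut at about 30% in these data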;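 further: inhibitors block probe labeling of enzyme so polarization drops; 0% = enzyme with DMSO and 100% = wells lacking PAFAH2 protein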
# LYPLA1 counter – LYPLA1 inhibitors, primary screen, counter-screen for PME1 inhibitor project, biochemical, fluorescence polarization, FP-Rh probe ABPP | inhibition, % at 5.9 µM | Acyl-protein thioesterase 1 (Homo sapiens), O75608 | 320,000 tested, 0.16% active | recombinant LYPLA1;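 active means inhibition above the mean of all tested compounds plus 3 SD, set per campaign, cut at about 14% in these data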;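 further: inhibitors block serine hydrolase probe labeling of LYPLA1 so polarization falls; 0% = enzyme with DMSO and 100% = wells lacking LYPLA1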
# Target sequence (O75608 whole entry, looked up): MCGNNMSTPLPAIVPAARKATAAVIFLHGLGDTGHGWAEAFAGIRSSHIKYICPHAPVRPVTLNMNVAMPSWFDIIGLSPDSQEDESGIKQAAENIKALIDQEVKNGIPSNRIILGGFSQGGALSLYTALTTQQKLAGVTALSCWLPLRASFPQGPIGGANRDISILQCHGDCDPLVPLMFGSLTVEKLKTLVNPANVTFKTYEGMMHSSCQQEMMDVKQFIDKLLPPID
# ZTA counter – ZTA (EBV) inhibition in EBNA-1 counter-screen; ZTA-DNA binding, fluorescence polarization; 320,000 tested, 0.15% active; inhibition, % at 11 µM; P03206; AID 2234; in the data active means inhibition above about 33%
# Target sequence (P03206 whole entry, looked up): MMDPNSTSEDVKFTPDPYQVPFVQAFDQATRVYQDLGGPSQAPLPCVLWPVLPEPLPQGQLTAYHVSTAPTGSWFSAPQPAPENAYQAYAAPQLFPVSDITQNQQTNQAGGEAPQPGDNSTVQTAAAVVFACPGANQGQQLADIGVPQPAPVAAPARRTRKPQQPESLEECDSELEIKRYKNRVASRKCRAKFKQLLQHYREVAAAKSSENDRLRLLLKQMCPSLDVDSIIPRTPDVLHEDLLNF
# LYPLA2 counter – LYPLA2 inhibitors, primary screen, counter-screen for PME1 inhibitor project, biochemical, fluorescence polarization, FP-Rh probe ABPP; 320,000 tested, 0.38% active; recombinant LYPLA2; inhibition, % at 5.9 µM; Acyl-protein thioesterase 2 (Homo sapiens), O95372;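 active means inhibition above the screen-wide mean plus 3 SD, limit set per campaign, cut at about 26% in these data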;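 further: 0% = LYPLA2 with DMSO and 100% = wells lacking LYPLA2 enzyme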
# Target sequence (O95372 whole entry, looked up): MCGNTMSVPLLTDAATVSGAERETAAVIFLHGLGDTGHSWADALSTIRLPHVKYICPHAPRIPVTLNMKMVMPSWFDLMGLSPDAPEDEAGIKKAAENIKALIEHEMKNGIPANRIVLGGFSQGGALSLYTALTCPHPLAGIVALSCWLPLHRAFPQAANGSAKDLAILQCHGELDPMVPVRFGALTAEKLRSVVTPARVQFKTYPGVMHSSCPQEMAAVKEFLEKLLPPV
# PAFAH1B3 FP inh – PAFAH1B3 enzyme inhibitors, primary screen, biochemical, fluorescence polarization, human; recombinant PAFAH1B3, FP-rhodamine probe; inhibition, % at 3.39 µM; 340,000 tested, 0.28% active; AID 492972, 2010;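 active means inhibition above the screen-wide average of all tested compounds plus 3 SD, cut at about 25% in these data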;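 further: 0% = enzyme with DMSO only and 100% = wells lacking PAFAH1B3 protein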
# EBNA-1 inh – EBNA-1 DNA-binding inhibitors, primary screen, biochemical, fluorescence polarization; inhibition, % at 14.8 µM; 300,000 tested, 0.34% active; AID 1950, 2009; in the data active means inhibition above about 28%
# pPAFAH FP inh – pPAFAH enzyme inhibitors, primary screen, biochemical, fluorescence polarization, human; Platelet-activating factor acetylhydrolase (Homo sapiens), Q13093; recombinant pPAFAH, FP-rhodamine probe fluorescence polarization; inhibition, % at 3.39 µM; 330,000 tested, 1.5% active; AID 463082, 2010;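 active means inhibition above the mean inhibition across the screen plus 3 SD, cut at about 25% in these data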;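 further: inhibitors block binding of the rhodamine activity-based probe so polarization drops; 0% = enzyme with DMSO and 100% = wells lacking pPAFAH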
# The depositor's hits bear a star; / = no result given. A portion of the library; rates above refer to the full screens.
entry	Molecule	PAFAH1B2 inh	PREPL inhibitor	PAFAH2 FP inh	LYPLA1 counter	ZTA counter	LYPLA2 counter	PAFAH1B3 FP inh	EBNA-1 inh	pPAFAH FP inh
1	CC(C)(C)N1C(=O)[C@H]2[C@@H](c3ccc(Br)cc3)N3C(=O)N(c4cccc(Cl)c4)C(=O)[C@@]3(C)[C@H]2C1=O	5.9	-8.1	-2.3	-3.0	1.1	3.6	-1.8	5.5	1.5
2	O=C(CCCn1nnc2ccccc2c1=O)N[C@@H](Cc1ccccc1)C(=O)O	1.8	-1.7	3.8	0.1	9.7	-3.2	1.3	-14.1	-4.2
3	CCOc1ccc(-c2cc(CCCC(=O)NCCc3ccc(OC)c(OC)c3OC)no2)cc1	-1.3	3.1	-5.4	-2.7	-2.6	-3.5	10.9	-6.4	3.0
4	CN(C)S(=O)(=O)c1ccc(NC(=O)CN2CCOCC2)cc1	3.7	-9.0	-9.0	-0.9	0.8	3.5	-5.3	-5.6	2.0
5	Cn1c(SCC(=O)NC2CCCC2)nnc1-c1cccs1	1.4	-5.8	-10.2	0.6	-4.2	1.7	3.7	-0.7	3.0
6	Cn1c(SCC(=O)NCCc2ccccc2)ncc(C(=O)Nc2ccccc2)c1=O	-1.6	-8.6	3.0	-0.8	-3.0	1.5	3.9	4.3	6.0
7	c1ccc(-c2cc(-c3nn4c(-c5ccco5)nnc4s3)c3ccccc3n2)cc1	-5.0	7.2	13.9	-5.3	-4.1	-6.1	-2.3	-1.9	12.7
8	O=C(OCC(=O)N1CCc2ccccc2C1)c1c(F)cccc1Cl	-1.9	2.1	4.7	/	/	/	11.9	/	2.1
9	Cc1oncc1C(=O)NC1CCCCC1	5.6	-3.7	3.5	0.4	5.5	3.5	11.7	4.4	-2.2
10	Cc1ccc(/C=N/N2CCN(C3c4ccccc4-c4ccccc43)CC2)o1	11.3	1.8	1.9	-0.8	11.8	3.1	2.7	2.6	12.1
11	CC(=O)c1ccc(-c2ccc(C(=O)NC3CCCCCC3)o2)cc1	1.6	2.2	-2.9	-3.5	-9.0	-0.6	10.3	-5.5	2.8
12	Cn1ccnc1Sc1nc2c(c(=O)n(C)c(=O)n2C)n1C	-1.1	10.2	4.0	2.5	6.3	3.6	-5.0	3.1	1.1
13	CC[C@@]1(C(=O)OC)N[C@H](CN(C)S(=O)(=O)c2ccc(-c3ccccc3)cc2)[C@@H]2C(=O)N(Cc3ccccc3)C(=O)[C@@H]21	8.4	22.7	0.1	/	/	/	9.9	/	-0.2
14	O=C(O)/C=C/C(=O)N(Cc1ccccc1)Cc1ccco1	4.0	7.9	4.8	-1.2	-14.5	3.9	12.8	-3.0	1.2
15	CCc1ccc(C2C(=O)c3ccccc3C2=O)cc1	0.8	-9.0	-0.4	-2.0	9.3	-5.6	22.6	-4.9	-5.0
16	COc1cccc(CNC(=O)C2CCN(S(=O)(=O)c3ccc(C)cc3)CC2)c1	2.9	-10.9	3.1	-5.2	7.0	2.5	12.8	-3.6	-3.2
17	CC(C)OC(=O)Cn1nnc(-c2ccccc2)n1	8.1	12.3	5.3	-3.0	-3.7	-0.5	10.0	2.2	4.8
18	Nc1nnc(SCC(=O)Nc2ccc(N3CCOCC3)c(Cl)c2)s1	0.3	6.2	-3.4	-1.6	-1.1	2.4	8.1	-8.2	-1.4
19	CCOC(=O)c1c(C)n(-c2ccc(OC)cc2)c2c(C/C(C)=N/O)c(Br)c(OC)c(O)c12	4.1	-1.4	-5.7	3.7	-5.9	6.6	6.9	-8.7	-0.4
20	CCCSc1nnc2n(C)c(=O)c3c4c(sc3n12)CCC4	4.2	16.5	3.1	1.8	-1.7	0.2	4.3	-16.6	1.4
21	Cc1cccc2cc(CN(CC3CCCO3)C(=O)NC3CCCCC3)c(=O)[nH]c12 (configuration not stated)	5.4	-12.8	-0.4	-0.8	-11.9	1.1	6.1	11.6	-0.5
22	COc1cccc(-c2cc(C(=O)Nc3cccnc3)no2)c1	2.4	-10.9	-6.8	-9.4	19.6	4.6	2.5	-3.6	-2.1
23	CCS(=O)(=O)N1CCN(Cc2c[nH]c3ccccc23)CC1	4.8	-1.8	1.4	-0.3	3.0	5.9	-0.4	13.8	-0.5
24	CC1=NN(C(=O)c2c(Br)cnn2C)C(O)(C(F)(F)F)C1 (configuration not stated)	-0.8	17.8	-4.9	1.7	-1.2	1.6	-1.0	3.6	-3.9
25	Cc1ccc2c(c1)N(CCC(=O)NCCCN1CCCC1)C(=O)CO2	2.4	2.7	-2.6	-0.3	16.8	3.7	2.4	11.7	6.9
26	COc1cc(/C=C/C(=O)O)cc(S(=O)(=O)NCc2ccco2)c1OC	-1.5	2.1	2.6	3.4	-7.8	12.0	2.6	-6.6	1.8
27	CCN(CC)S(=O)(=O)c1ccc(-c2nnc(SCC(=O)N3c4ccccc4CC3C)o2)cc1 (configuration not stated)	2.7	-11.9	-2.8	-1.1	-6.8	3.6	7.8	-13.0	-6.6
28	C/C(=N\NC(=O)C(N)=O)c1cccc([N+](=O)[O-])c1	0.2	-9.7	-5.6	-5.3	-4.8	1.4	5.4	10.0	2.4
29	c1ccc(-c2noc(C3CCCCC3)n2)nc1	1.1	4.9	-3.7	5.2	-2.8	7.3	2.8	-2.9	1.6
30	Cc1cc(C)n(-c2cccc(C(=O)O)c2)n1	-3.9	-9.4	-2.8	1.4	-9.3	5.2	-4.0	-5.5	4.7
31	CC(C(=O)NC1=NCCS1)(C(F)(F)F)C(F)(F)F	-0.8	-3.4	12.1	-2.3	-0.6	-2.1	8.4	1.6	8.0
32	O=C(O)Cc1ccc(C(=O)CSc2ccccc2)s1	19.1	9.1	1.0	2.5	7.3	1.2	1.6	-8.6	23.8
33	Cn1c2ccccc2c2nnc(SCC(N)=O)nc21	4.0	-2.2	-1.4	0.6	7.6	1.4	13.6	-13.1	1.0
34	Nc1cc(=O)[nH]c(SCC(=O)Nc2cc(S(=O)(=O)N3CCCCCC3)ccc2Cl)n1	3.6	-10.8	5.3	/	/	/	-6.2	/	8.2
35	CN(C)c1cccc2c(S(=O)(=O)N3CCOCC3)cccc12	5.4	0.0	0.0	-2.5	-4.5	1.8	0.7	2.2	4.6
36	CCCN1CCC(NC(=S)Nc2ccc(OC)c(OC)c2)CC1	6.2	-5.9	3.3	-7.1	8.5	1.0	6.4	-12.9	1.4
37	COc1ccc(C(=O)NCc2cn3ccccc3n2)cc1	-3.8	1.4	-1.8	3.7	-1.4	-4.2	8.1	2.2	1.6
38	CC(C)CC1NC(=O)N(CC(=O)c2ccc3c(c2)OCCO3)C1=O (configuration not stated)	-0.3	-0.7	17.8	-2.6	24.3	-1.4	1.8	13.2	2.3
39	COc1ccc(C(=O)N/C(=C\c2ccco2)C(=O)OCc2ccco2)cc1	9.7	5.9	1.0	-6.2	-9.8	-2.1	8.8	-9.8	5.3
40	Cc1nc2c(C)cccn2c(=O)c1NC(=O)c1ccco1	0.5	3.3	2.8	1.8	-16.8	1.5	4.0	3.7	-0.1
41	CO/C([O-])=N/c1c[n+](-c2ccc(Cl)cc2)no1	1.5	0.8	0.7	2.5	6.6	3.0	-0.4	39.4*	0.6
42	CC(=O)c1ccc(N2CCN(CC(=O)Nc3cc(C)on3)CC2)cc1	3.0	-0.4	12.0	0.7	9.1	5.2	8.3	6.1	0.7
43	CCOC(=O)C(Oc1ccc(=O)[nH]n1)C(C)=O (configuration not stated)	5.5	-2.4	1.6	1.7	-18.3	5.5	-3.7	-2.6	5.9
44	CC1(C)CC(=O)C(C=NCCN2CCN(C(=S)Nc3ccccc3)CC2)=C(O)C1	5.3	-6.4	-10.7	-0.1	-3.2	0.5	-0.6	-3.0	0.6
45	Cc1ccc(C)c(S(=O)(=O)N2CCN(C(=O)CNC(=O)c3ccc4ccccc4c3)CC2)c1	-2.3	9.6	-6.3	-3.5	21.9	-8.5	-0.1	-2.2	6.6
46	O=C(N/N=C/c1ccco1)c1cc(-c2cccs2)[nH]n1	5.1	-4.1	0.2	-5.1	-9.6	-2.2	8.7	2.7	5.4
47	CCn1c(=O)n(CC)c2cc(N3CCCC3)c(NC(=O)c3ccc(F)cc3)cc21	6.2	9.8	2.0	-0.8	5.6	-7.2	7.4	-7.7	-6.1
48	COc1ccc(NC(=O)c2c(SC)nsc2SC)cc1	-0.5	4.4	3.9	1.4	6.0	6.4	4.0	-6.8	6.6
49	O=C(NCCc1ccccc1)c1ccc(=O)oc1	4.3	6.0	6.7	2.7	-13.3	-3.5	-4.5	-17.2	-5.2
50	CCOC(=O)c1nccnc1C(=O)Nc1cccc(C(F)(F)F)c1	1.1	12.9	-5.4	1.5	3.5	3.6	0.0	-7.5	0.0
51	COC(=O)c1cccc(NC(=O)CN2C(=O)c3ccccc3C2=O)c1	2.0	-14.0	8.4	-2.7	-3.0	13.3	1.2	-4.9	1.1
52	CC1CC(C)CN(CC(=O)Nc2ccc(S(N)(=O)=O)cc2)C1 (configuration not stated)	3.2	10.2	1.3	-2.5	-2.8	-4.7	-2.6	-11.0	-3.3
53	Cc1cc(C)c(OCCCCn2cnc3ccccc3c2=O)c(C)c1	3.5	-4.5	-0.7	1.6	-20.1	7.3	-5.5	-3.9	3.5
54	CC(C)CCNC(=O)C(c1ccc(O)cc1)N(C(=O)C1COc2ccccc2O1)c1cccc(O)c1 (configuration not stated)	3.1	3.0	6.5	-2.9	5.1	7.5	-3.3	-11.7	-0.3
55	CCOC(=O)c1nc(NCc2ccccc2)sc1C	0.7	0.0	7.3	-0.8	16.6	1.9	5.5	3.3	4.8
56	Cc1ccccc1OCCn1cc(C(=S)N2CCCC2)c2ccccc21	-0.6	41.9	-7.6	-1.3	1.4	-0.2	4.2	2.7	3.5
57	Nc1nc(N2CCCCC2)c(C=O)c(N2CCCCC2)n1	4.8	6.1	-0.1	0.0	6.3	2.8	9.8	2.0	-3.3
58	COc1ccc(CNC(=O)c2ccccc2NS(C)(=O)=O)cc1	2.1	-10.5	-0.6	1.0	4.1	-4.0	-1.6	-0.3	-1.0
59	CC(C)(C)c1ccc(C(=O)NCCN2CCCC2)cc1	-1.3	7.8	4.4	-2.6	-17.1	3.0	-0.9	8.0	4.2
60	CCN(CC(=O)Nc1ccccc1OC)C(=O)CC1CCCC1	1.2	2.1	4.7	/	/	/	6.6	/	5.8

# Other records
entry	Molecule	PAFAH1B2 inh	PREPL inhibitor	PAFAH2 FP inh	LYPLA1 counter	ZTA counter	LYPLA2 counter	PAFAH1B3 FP inh	EBNA-1 inh	pPAFAH FP inh
61	C=CCn1c(=O)c(C(=O)Nc2ccccc2O)c(O)c2ccccc21	7.2	-0.6	0.6	-4.8	7.2	-7.5	4.8	7.0	6.9
62	Cn1c(=O)n(CC(=O)Nc2ccccc2)c2ccccc21	1.2	1.8	2.6	-1.0	-12.9	2.5	4.8	-3.9	1.9
63	Cc1ccc(S(=O)(=O)N(C)C)cc1NC(=O)CSc1ncn[nH]1	4.3	7.6	1.5	2.5	-2.2	10.6	14.3	3.7	2.4
64	COc1cc(/C=C(\C#N)c2ccccn2)ccc1OCc1ccccc1Cl	-6.1	47.1*	-5.9	-5.5	4.6	-8.1	-5.3	-4.4	1.6
65	CC(=O)N1CCN(C(=O)c2ccc3c(c2)OCCO3)CC1	9.7	6.5	2.8	-2.0	3.3	-6.4	4.9	6.2	6.8
